TAG inh – inhibitors of triacylglycerol accumulation, primary screen, cell-based, uHTS, fluorescence, H9c2; hit rate 0.66% among 230,000; H9c2 cells, Nile Red lipid (TAG) fluorescence; cells loaded with 200 µM oleic acid; inhibition, % at 12.5 µM;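 active means pattern-corrected inhibition of lipid staining of at least 50% with the nuclear-stain viability signal not falling by more than 50%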;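 further: 0% = DMSO wells and 100% = triacsin C control wells; some results filed as inactive read as strong as hits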
TAG inh DAPI viability – second read-out of TAG inh, no call of its own (marks repeat the call); DAPI nuclei signal change (viability), lower = more cytotoxic, %;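 whole-well DAPI fluorescence read on a plate reader as a viability signal; minus 50 percent equals half of cells still viable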
* = called active by the depositor. Not all compounds are listed. The share of hits here may be higher or lower than overall.

Start of the listing, in advance:
canonical_smiles | TAG inh | TAG inh DAPI viability
CCOC(=O)C1CCCN(c2nc3ccccc3nc2NS(=O)(=O)c2ccc(C)cc2)C1 (stereo unspecified) | -3 | -1
CCc1ccccc1NC(=O)CN1CCN(C(=O)CN2C(=O)NC3(CCCC3)C2=O)CC1 | -3 | 6
CCOC(=O)C1C(CC)NC(=S)NC1(C)O (stereo unspecified) | 4 | -9

The listing, repeating the preview:
canonical_smiles | TAG inh | TAG inh DAPI viability
CCOC(=O)C1CCCN(c2nc3ccccc3nc2NS(=O)(=O)c2ccc(C)cc2)C1 (stereo unspecified) | -3 | -1
CCc1ccccc1NC(=O)CN1CCN(C(=O)CN2C(=O)NC3(CCCC3)C2=O)CC1 | -3 | 6
CCOC(=O)C1C(CC)NC(=S)NC1(C)O (stereo unspecified) | 4 | -9
CC(=O)NC12CC3CC(C1)CC(C(=O)OCC(=O)c1ccc4c(c1)OCCO4)(C3)C2 | -14 | -6
Oc1ccc(C=NN=C2c3ccccc3-c3ccccc32)c(O)c1 | 8 | -3
Cc1occc1C(=O)Nc1cccc(/C=C/C(=O)O)c1 | -8 | 2
CC(C)c1nnc(SCC(=O)NCc2ccco2)n1C | -23 | 13
C=CCNC(=S)N/N=C/c1cn(C)c2ccccc12 | 16 | -7

Reformatted with two lines to a compound: part of the list above
Every second line gives: TAG inh | TAG inh DAPI viability
- CCOC(=O)C1CCCN(c2nc3ccccc3nc2NS(=O)(=O)c2ccc(C)cc2)C1 (stereo unspecified)
    -3 | -1
- CCc1ccccc1NC(=O)CN1CCN(C(=O)CN2C(=O)NC3(CCCC3)C2=O)CC1
    -3 | 6

Remaining list, next part
canonical_smiles | TAG inh | TAG inh DAPI viability
Cc1ccc(OC(=O)CCC(=O)Oc2ccc(C)cc2C)c(C)c1 | 9 | 0
COCCNC(=O)CSc1ncnc2sccc12 | 33 | -8
CCN(CC(=O)Nc1ccc(Cl)c(S(=O)(=O)N(C)C)c1)CC(=O)NC(C)C | 12 | -2
CCc1cc(SC#N)cc(C)c1N | 4 | 11
O=C(O)c1cccc(S(=O)(=O)N2CC=C(c3ccccc3)CC2)c1 | -2 | -4
CCOc1ccccc1C(=O)NCC(=O)NC(C)c1ccc(-n2ccnc2)cc1 (stereo unspecified) | -66 | -9
CCN(CC(=O)Nc1ccccc1OC)C(=O)c1cc(S(=O)(=O)N2CCCCCC2)ccc1OC | -17 | 8
Cc1ccc(C)c(NC(=O)CN(C)C(=O)C2=NNC(=O)CC2)c1 | 3 | -1
CC1(C)CN(C2CCCCC2)C(=O)[C@H]1CC(=O)Nc1ccc(Br)cc1 | -3 | 1
CCOC(=O)c1sc(N/N=C/c2ccc(N(C)C)cc2)nc1C | 16 | 20
CCOC(=O)C1(Cc2ccc(OC)cc2)CCN(C(=O)c2csc(C)n2)CC1 | -6 | -11
CCCN(Cc1cc2cccc(C)c2[nH]c1=O)C(=O)c1cccc(OC)c1 | -10 | 12
CS(=O)(=O)N1CCN(C(=O)NC23CC4CC(CC(C4)C2)C3)CC1 | 9 | -4
CCOc1ccc2nc(Cl)c(CN(C(C)=O)C3CCCCC3)cc2c1 | -15 | 0
COc1cccc(-c2nnc(SCCOc3ccc4c(C)cc(=O)oc4c3)o2)c1 | -5 | 5
CCOc1ccc(N=Cc2c(O)cc(C)oc2=O)cc1 | 4 | -6
CSc1ncccc1C(=O)OCC(=O)N(C)c1c(N)n(Cc2ccccc2)c(=O)[nH]c1=O | -6 | -2
CCC(C)C1C(C#N)=C(N)Oc2n[nH]c(-c3ccccc3)c21 (stereo unspecified) | -14 | 4
COc1cc(C(=O)NCC(=O)n2nc(C)cc2C)cc(OC)c1OC | -4 | 2
Cc1csc2ncc(C(=O)N(Cc3ccccc3)c3ccccn3)c(=O)n12 | -2 | 1
CC(=O)Nc1ccc(S(=O)(=O)NC(C)C(=O)OCC(=O)Nc2ccc(F)cc2Cl)cc1 (stereo unspecified) | -4 | 1
CC12CCC(=O)N1C(C(=O)Nc1nnc(SCc3ccc(F)cc3)s1)CS2 (stereo unspecified) | 1 | -3
N#Cc1c2c(c(NCCN3CCOCC3)n3c1nc1ccccc13)CCCC2 | 1 | 5
COc1ccc(-c2cc(C#N)nc(Cl)n2)cc1 | 9 | 13
COc1ccccc1NC(=S)N(CCc1c(C)[nH]c2ccccc12)Cc1cccs1 | 7 | 7
O=C(CN1CCN(CC(=O)c2ccc(F)cc2)CC1)Nc1ccccc1Cl | -5 | 0
CN(Cc1ccccc1)C(=O)c1ccc(NC(=O)Cc2ccc(NC(=O)C3CCCN(C(=O)C4CCC4)C3)cc2)cc1 (stereo unspecified) | -6 | 1
O=C(O)/C(=C\c1ccccc1)c1ccc2ccccc2c1 | -2 | 1
O=C(CCc1nnc(Cc2c[nH]c3ccccc23)o1)NC(C1CC1)C1CC1 | -17 | 0
Cc1cc(-c2ccco2)n(-c2ccccc2)n1 | -15 | 1
COc1cc2c(cc1OC)C(c1ccc(N(C)C)cc1)CC(=O)N2 (stereo unspecified) | 10 | -2
Cc1nc(CCNC(=O)Cc2ccccc2)cs1 | -9 | -8
NC(=O)C1CCN(C(=O)Nc2csc3ccccc23)CC1 | 12 | -4
CCCCc1c(O)nc(SCC(=O)O)[nH]c1=O | 15 | -1
Fc1c(F)c(F)c(CSc2nc3ccccc3[nH]2)c(F)c1F | 5 | 2
CCOCCCNC(=O)C1CCN(S(=O)(=O)N2CCCC2)CC1 | 18 | -8
Clc1ccc(-c2nnc3n2CCCCC3)cc1 | -3 | 14
O=C(COC(=O)CNC(=O)C1CCCCC1)Nc1ccc2ccccc2c1 | -13 | 10
O=c1c2ccccc2cnn1Cc1n[nH]c(=S)n1-c1ccc(F)c(Cl)c1 | -2 | 3
COc1cc(Br)cc(Br)c1OCC(=O)N/N=C/c1c(C)n(C)n(-c2ccccc2)c1=O | 5 | -4
CCCC12CN3CC(C)(CN(C1)C3c1ccco1)C2=O (stereo unspecified) | -19 | 15
Cc1cc(C)cc(N(CCC#N)C(=O)CSc2ncnc3sccc23)c1 | -2 | 5
O=C(CCC1CCN(C(=O)C2CC=CCC2)CC1)Nc1ccccc1 (stereo unspecified) | -1 | -4
CC(Sc1nc2ccccc2c(=O)n1CC1CCCO1)C(=O)N(C)Cc1ccccc1 (stereo unspecified) | 1 | -3
COc1ccc(CN(C)C(=S)Nc2ccc(Cl)cc2)cc1 | -50 | -4
O=C(Oc1ccccc1)c1ccccc1OS(=O)(=O)c1ccccc1 | -38 | -2
Cc1cc(NC(=O)C2(c3ccccc3)CCCC2)no1 | 6 | 11
CC(C)CN(C(=O)c1ccco1)c1nc2ccccc2s1 | -13 | 3
CCc1ccc(OCc2nnc(-c3ccccc3Br)o2)cc1 | -4 | 6
Cc1onc(-c2ccccc2)c1-c1csc(N/N=C/c2ccccc2)n1 | 29 | 1
Cn1cc(-c2cc(C(=O)O)on2)cn1 | 5 | -9
Cc1cc(C)c2nc(-c3cccnc3)cc(C(=O)NC(C)c3cnn(C)c3C)c2c1 (stereo unspecified) | 27 | 37
O=C(Nc1ccccc1)c1ccc[nH]1 | 3 | 9
CC(=O)N1CCN(c2ccc(S(=O)(=O)N3CCOCC3)cc2[N+](=O)[O-])CC1 | 5 | 0
Cc1c(CN2CCC(CO)(Cc3ccccc3)CC2)c2ccccc2n1C | 16 | 18
N#CCOc1ccc(C2=NO[C@@H]3[C@@H]4C[C@@H]([C@H]5C(=O)N(c6ccc7c(c6)OCO7)C(=O)[C@@H]45)[C@H]23)cc1 | -5 | -6

Next compounds follow:
canonical_smiles | TAG inh | TAG inh DAPI viability
FC(F)(F)c1ccnc(N2CCN(Cc3cnc(-c4ccccc4)[nH]3)CC2)c1 | 10 | -8
COCc1cc(C)nc2sc(C(=O)NN)c(-n3cccc3)c12 | -1 | -3
C/C(=N\NC(=O)c1cc(C)nc2ccccc12)c1ccc([N+](=O)[O-])cc1 | 9 | -11
O=C(CSc1nc(O)cc(=O)[nH]1)N1c2ccccc2CCc2ccccc21 | 2 | -7
Cc1ccnc(-n2c(CCN3C(=O)c4ccccc4C3=O)nc3ccccc3c2=O)c1 | 0 | 3
N#Cc1c(-c2ccccc2Cl)noc1/C=C/Nc1ccc(C(=O)O)cc1 | -7 | 7
CCCCN(Cc1ccco1)C(=O)Cn1ncc2c(=O)oc3ccc(C)cc3c21 | -3 | -14
Cc1ccccc1-n1ncc2c1CC(C)(C)CC2NC(=O)CCN1CCCCC1=O (stereo unspecified) | -5 | 10
O=C(COC(=O)C1CCN(C(=O)c2ccc(Cl)cc2)CC1)Nc1ccccc1F | -10 | -14
CCOC(=O)Cc1csc(NC(=O)C(CC(C)C)NC(=O)C2CCCCC2)n1 (stereo unspecified) | -7 | 2
NC(=O)COc1ccc(=O)n(-c2ccccc2)n1 | 2 | -6
CCc1ccc(CNC(=O)C2CCCN(c3nn4c(=O)cc(C)nc4s3)C2)cc1 (stereo unspecified) | 0 | -8
COc1cccc(C(=O)N2CCN(C(=O)c3ccc(-c4ccccc4)cc3)CC2)c1OC | -5 | -5
Cc1cc(C)c(C(=O)CSc2nnc(N)s2)cc1C | -4 | 8
COc1ccc(S(=O)(=O)N2CCCCC2)cc1C(=O)N1CCCCCC1 | -4 | -4
O=C(NCC(=O)N(c1cccnc1)C(C(=O)NCc1ccco1)c1ccccc1)c1ccco1 (stereo unspecified) | -2 | -8
O=C(OCC(=O)N1CCCCC1)c1cc(S(=O)(=O)N2CCOCC2)c(Cl)cc1Cl | 7 | 7
O=C(NCc1cccc(Br)c1)C1CC(c2cc(C(F)(F)F)cc(C(F)(F)F)c2)=NO1 (stereo unspecified) | -4 | 8
Cc1ccc(N(CC(=O)N2CCOCC2)S(C)(=O)=O)cc1 | -14 | -1
Cc1ccc2nc(C)cc(C(=O)NC3CCCCCC3)c2c1 | 15 | -7
COc1ccc(S(=O)(=O)Cc2ccc(C(=O)NCc3cccs3)o2)cc1 | -16 | -3
CCOCCCNC(=O)C(NC(=O)CNC(=O)c1ccccc1)c1ccccc1 (stereo unspecified) | -12 | -1
O=C(Cn1cnc2ccccc2c1=O)N1CCc2ccccc2C1 | 6 | -10
Cc1ccc(CN2C(=O)C(C)Oc3ccccc32)cc1 (stereo unspecified) | -6 | 6

Record cards, from the list above. Values in the order: TAG inh	TAG inh DAPI viability
COc1ccc(S(=O)(=O)Cc2ccc(C(=O)NCc3cccs3)o2)cc1 is listed as -16	-3
O=C(OCC(=O)N1CCCCC1)c1cc(S(=O)(=O)N2CCOCC2)c(Cl)cc1Cl is listed as 7	7

Additional structures.
canonical_smiles | TAG inh | TAG inh DAPI viability
COc1ccc2nc(SCCC(=O)O)cc(C)c2c1 | 3 | -4
CC(C)C(C)NC(=O)COc1ncnc2sccc12 (stereo unspecified) | -1 | -7
Clc1ccc(-c2noc3c2-c2nc(Cc4cccc5ccccc45)sc2CC3)cc1 | 2 | -1
COc1ccc(/C=C/C(=O)Nc2ccccc2C(F)(F)F)cc1 | -10 | 2
Cn1c(SCC(=O)NCC2CCCO2)ncc(C(=O)Nc2ccc(F)cc2)c1=O (stereo unspecified) | -6 | 0
CC1(C(=O)NS(C)(=O)=O)CCN1C(=O)Cc1ccc(Cl)cc1Cl (stereo unspecified) | -2 | -1
CC(C)CNC(=O)c1cccc2c(-c3cccc(C(N)=O)c3)coc12 | -5 | 11
COc1ccc(C(=O)NCC(=O)OCC(=O)Nc2cccc(S(=O)(=O)N3CCCC3)c2)cc1 | -1 | -5
Cn1nc(SCC(=O)O)sc1=S | -12 | 4
O=C(NNS(=O)(=O)c1ccc(Cl)cc1Cl)c1cc2ncc(C(F)(F)F)cc2s1 | -2 | 2
CC(C)Oc1ccc(Cc2n[nH]c(=S)n2Cc2ccccc2)cc1Cl | -7 | 5
C=CCNC(=S)NC(=O)c1ccc(C)c(Br)c1 | 1 | 1
O=C(C1CCC(=O)N(C2CC2)C1)N1CCC(Oc2ccccc2F)CC1 (stereo unspecified) | -14 | 10
Cc1cc(C)cc(C(=O)NCC(=O)OCC(=O)N(C)C2CCS(=O)(=O)C2)c1 (stereo unspecified) | 0 | 13
Cc1ccc(NC(=O)C(c2ccccc2)N2CCN(CC(=O)N3CCOCC3)CC2)cc1Cl (stereo unspecified) | -6 | 12
Cc1ccc(-c2nnc(-c3cccs3)o2)cc1 | 14 | -8
COCC(=O)Nc1ccc(N2CCOCC2)c(S(=O)(=O)Nc2ccccc2OC)c1 | 21 | 1
Cc1ccccc1N=Nc1c(N)n[nH]c1N | 5 | -5
COC(OC)C1(CCc2ccccc2)NC(=O)NC1=O (stereo unspecified) | 0 | 7
O=C(NCCc1csc(-c2cccnc2)n1)c1cccc(Cl)c1 | -4 | -1
Cc1cccc(Cn2c(=O)n(-c3ccc(CC(=O)NCc4ccco4)cc3)c(=O)c3sccc32)c1 | 6 | -18
CN(C)c1nc(N2CCN(c3ccccc3)CC2)c(C#N)c(=O)o1 | -1 | 23
CCCNC(=O)C1(C)CCCN(Cc2c3ccccc3nn2C)C1 (stereo unspecified) | -28 | 21
O=S(=O)(NCC1CCC(NS(=O)(=O)c2c(F)cccc2F)CC1)c1ccc2c(c1)OCCO2 (stereo unspecified) | 10 | 5
O=C(Nc1ccc(Br)cc1)c1ccc(N2C(=O)C3CCCCC3C2=O)cc1 (stereo unspecified) | 10 | -12
COc1ccc2oc(C(=O)NC(C)c3ccccn3)c(C)c2c1 (stereo unspecified) | -16 | 0
CCC(CC)c1nnc(NC(=O)c2c(-c3ccccc3)noc2C)s1 | 6 | -6
Cc1ccc(NC(=O)N/C=C/c2ccco2)c(C)c1 | 13 | -31
O=C(c1cccs1)N1CCN(Cc2ccncc2)CC1 | 3 | 0
O=C(COc1ccccc1O)Nc1ccccc1Cl | 3 | -4
O=C(Nc1c(O)c2ccccc2[nH]c1=O)c1ccco1 | 14 | -2
O=C(Cc1cccs1)N(c1ccc(F)cc1)C1(C(=O)NC2CCCCC2)CCCC1 | 4 | -6
Cn1c(SCC(=O)Nc2cccc(F)c2)nc2c([nH]c3ccccc32)c1=O | 18 | -28
O=C(NCCc1nc2ccccc2[nH]1)/C(=C/c1ccco1)NC(=O)c1ccccc1Br | -2 | 8
CCC(Sc1nc2ccsc2c(=O)n1CCC(=O)O)C(=O)Nc1ccc(Cl)cc1 (stereo unspecified) | 10 | -6
